Neddylation inh: inhibitors of human cullin neddylation | P61081+Q13564 | TR-FRET cullin neddylation, biochemical | calls only at 25 µM | 360,000 tested, 0.58% active | AID 651699; in the data active = inhibition above about 36%
NadD inh: NadD (S. aureus) enzyme inhibition. purified NadD enzyme, colorimetric absorbance read-out. inhibition, % at 20 µM. 360,000 tested, 0.78% active; in the data active = inhibition above about 26%; note: some compounds past the cut are filed as inactive
DNMT1 block: DNMT1 (human) enzyme inhibition | P26358 | DNMT1 molecular beacon, Hinp1I cleavage, fluorescence | inhibition (reported as % activation of signal), % at 10 µM | 360,000 tested, 0.83% active | AID 588458; in the data active = inhibition above about 50%
SUMO1 PPI mod: modulators of human SUMO1-mediated protein-protein interactions; P63165; SUMO1 binding to a labelled peptide, TR-FRET, 1 h; inhibition, % at 20 µM; 360,000 tested, 0.33% active; AID 602429; in the data active = inhibition above about 37%
Target sequence (P63165 whole entry, looked up): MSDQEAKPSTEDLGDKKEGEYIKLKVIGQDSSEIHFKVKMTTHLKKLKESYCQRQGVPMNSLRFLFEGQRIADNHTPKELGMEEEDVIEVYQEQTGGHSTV
STEP block: inhibitors of human striatal-enriched phosphatase STEP | recombinant STEP, OMFP fluorogenic substrate, fluorescence | inhibition, % at 20 µM | P54829 | 360,000 tested, 0.25% active;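 active = inhibition at 20 µM, scaled per plate between control wells, above about 37%, limit read from the data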;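 note: 0% = DMSO with enzyme and substrate and 100% = substrate only without enzyme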
Target sequence (P54829 whole entry, looked up): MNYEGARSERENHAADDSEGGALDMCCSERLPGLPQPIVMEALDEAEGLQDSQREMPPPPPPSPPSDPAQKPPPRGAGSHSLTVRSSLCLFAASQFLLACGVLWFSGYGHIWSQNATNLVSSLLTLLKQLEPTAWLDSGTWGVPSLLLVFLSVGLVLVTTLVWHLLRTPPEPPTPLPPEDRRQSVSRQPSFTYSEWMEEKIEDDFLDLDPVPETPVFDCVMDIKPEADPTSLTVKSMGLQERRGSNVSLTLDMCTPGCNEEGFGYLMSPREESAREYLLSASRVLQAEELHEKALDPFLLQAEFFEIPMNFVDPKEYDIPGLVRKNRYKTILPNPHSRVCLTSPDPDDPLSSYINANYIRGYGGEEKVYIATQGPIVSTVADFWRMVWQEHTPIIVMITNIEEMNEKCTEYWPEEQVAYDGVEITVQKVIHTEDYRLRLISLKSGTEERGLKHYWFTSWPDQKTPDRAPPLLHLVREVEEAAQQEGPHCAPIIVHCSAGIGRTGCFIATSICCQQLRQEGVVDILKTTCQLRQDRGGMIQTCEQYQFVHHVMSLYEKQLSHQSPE
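material = STEP tyrosine phosphatase | reagent = fluorogenic phosphatase substrate OMFP at 25 µM final | doses = single compound dose of 20 µM, 1% DMSO final | schedule = 20 min reaction, room temperature, in the dark | measured by = fluorescence, 480/540 nm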
Rpn11 block: blocks the human proteasome subunit Rpn11. 360,000 tested, 0.59% active. human 26S proteasome, Ub4-pepOG fluorescence polarization; 20S core pre-blocked with epoxomicin. calls only at 20 µM. O00487. AID 588493;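 active = inhibition at 20 µM, scaled to each plate's controls, above about 33%, limit read from the data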
Target sequence (O00487 whole entry, looked up): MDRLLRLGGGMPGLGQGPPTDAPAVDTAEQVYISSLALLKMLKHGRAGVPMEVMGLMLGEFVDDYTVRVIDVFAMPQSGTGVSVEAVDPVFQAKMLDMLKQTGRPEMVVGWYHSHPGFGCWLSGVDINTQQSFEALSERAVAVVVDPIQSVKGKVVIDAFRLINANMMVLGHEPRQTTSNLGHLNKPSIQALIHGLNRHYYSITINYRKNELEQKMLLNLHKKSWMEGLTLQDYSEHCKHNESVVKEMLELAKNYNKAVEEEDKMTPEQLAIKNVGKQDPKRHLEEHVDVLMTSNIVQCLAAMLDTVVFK
Rin1 Abl inh: inhibitors of human Rin1-Abl protein interaction. P00519+Q13671. 360,000 tested, 0.4% active. inhibition, % at 7.35 µM. TR-FRET Rin1/Abl binding, biochemical; in the data active = inhibition above about 5%, passing the limit was not always enough
Scp-1 inhibitor: Scp-1 (human) phosphatase inhibition; Q9GZU7; Recombinant Scp1, phosphopeptide, malachite green phosphate absorbance; inhibition, % at 20 µM; 340,000 tested, 0.88% active; AID 493091;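 active = inhibition above about 50% at 20 µM, limit read from the data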;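 note: plate controls were DMSO wells with enzyme for no effect and wells lacking enzyme for full effect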
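Test system – truncated SCP-1 phosphatase (76-261aa) · Reagent – Phosphorylated 17-residue peptide substrate · Incubation – 45 min room-temperature reaction, 5 min colour, 30 min stabiliser · Detection – colorimetric phosphate reagent with accelerator and stabiliser, absorbance at 630 nm · Measure – % inhibition at 20 µM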
CSN inh: inhibitors of human CSN-mediated cullin deneddylation; Q92905; Purified CSN, SCF-Nedd8-OG deneddylation, fluorescence polarization; inhibition, % at 12.5 µM; 360,000 tested, 0.38% active;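 active = pattern-corrected inhibition above about 35%, with an unprinted fluorescence ratio check between 0.5 and 1.5, limit read from the data, passing the limit was not always enough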;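 note: 0% = enzyme with substrate and 100% = substrate without enzyme; some results filed as inactive read as strong as hits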
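assay system = purified human Csn5 enzyme expressed in HEK293T cells | amount = 0.24 nM enzyme | buffer or medium = Tris/NaCl/DTT buffer, pH 7.5 | reagent = 10 nM SCFSkp2-Nedd8OG | compound = one concentration, 12.5 µM, 0.25% DMSO | times = 90 min reaction at room temperature | signal = FP | read-out basis = % inhibition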
LMPTP block: LMPTP (human) inhibition. recombinant LMPTP-A, OMFP fluorogenic substrate, fluorescence intensity. inhibition, % at 20 µM. 360,000 tested, 0.22% active. AID 651560;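 active = compounds that cut the enzyme signal by at least half of the control window in the single-dose screen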;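 note: plate controls were DMSO wells with enzyme plus substrate for no effect and substrate without enzyme for full effect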
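Material: LMPTP-A; amount: 0.625 nM enzyme; doses: single 20 µM dose; times: reaction 50 min, room temperature, dark; technique: fluorescence intensity of OMFP turnover product; benchmarks: no-enzyme and uninhibited controls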
An asterisk follows results filed as active; i = inactive; x = no result given; + = active, no number. Outcome played no part in choosing rows; about 3.8% have a hit in one of these screens.

SMILES	Neddylation inh	NadD inh	DNMT1 block	SUMO1 PPI mod	STEP block	Rpn11 block	Rin1 Abl inh	Scp-1 inhibitor	CSN inh	LMPTP block
CC1CCCCC1NC(=O)/C(C#N)=C/c1ccc(F)c(F)c1 (stereo not given)	i	-3	4	-2	0	i	-1	-5	-1	0.4
CCOC(=O)c1c(C)nsc1NC(=O)c1ccco1	i	3	2	5	1	i	-2	-3	3	-0.5
Cc1c(CCO)c(=O)[nH]n1S(=O)(=O)c1ccc([N+](=O)[O-])cc1	i	-4	3	-30	1	i	0	0	2	-0.4
S=c1sc2ccccc2n1CCc1ccncc1	i	-5	-6	0	-1	i	0	1	0	1.4
CC12C=CC3(O1)C(C(=O)N(c1ccccc1)C3C(=O)NC1CCCC1)C2C(N)=O (stereo not given)	i	-5	3	3	0	i	1	-2	2	-2.1
CC(=C/c1ccc(C(C)C)cc1)/C=N/NC(=O)Cn1nc(C)cc1C	i	-3	-3	-8	0	i	-3	-9	1	1.6
COc1cccc2c1C1COC3C4CC(C(=O)O)C(C(C2)N13)N4C (stereo not given)	i	4	1	-1	0	i	0	0	1	-1.0
O=C(O)C(C/C(=N/O)c1ccc(Br)cc1)P(=O)(c1ccccc1)c1ccccc1 (stereo not given)	i	2	2	4	2	i	1	9	1	-2.2
O=c1ccc2c(-c3ccccc3)c3ccc(O)cc3oc-2c1	i	9	+	i	i	i	-43	18	-75	-148
Cc1ccc(N(C(=O)c2nsc(Cl)c2Cl)C(C(=O)NC2CCCC2)c2ccc(O)cc2)cc1C (stereo not given)	i	5	-4	2	19	i	-1	-8	5	-0.2
CCn1c(SCCOc2ccc(OC)cc2)nnc1C(CO)NC(=O)c1ccc(OC)cc1 (stereo not given)	i	-5	0	-1	-2	i	0	0	4	-0.1
Cc1nc2ccccc2n2c(O)c(CC(=O)O)cc12	i	14	43	24	-11	i	-6	14	-42	9.9
CC(NC(=O)c1ccc(NC(=O)CC2SC(N3CCCC3)=NC2=O)cc1)c1ccc(S(N)(=O)=O)cc1 (stereo not given)	i	2	0	8	-1	i	3	-3	-2	-0.2
O=S(=O)(c1ccc(Cl)cc1)N1CCC(N2CCOCC2)CC1	i	1	-1	-2	0	i	2	-2	6	0.5
COc1ccc2c(c1)/C(=C/c1cc(OC)c(OC)c(OC)c1)C(=O)N2	i	-3	5	-8	3	i	4	-5	1	-0.6
CN(Cc1nc(-c2cccs2)no1)CC(O)c1ccccc1 (stereo not given)	i	-1	0	2	-3	i	3	-8	2	0.5
O=C1c2ccccc2C(=O)N1CCCCn1c(=O)oc2ccccc21	i	-6	-1	-7	7	i	3	-5	3	-0.2
COC(=O)CCN(C1CCCCC1)S(=O)(=O)c1ccc(S(=O)(=O)N2CCCCC2)cc1	i	-1	-2	-2	0	i	4	-5	-3	2.4
COc1cccc(CC(C(=O)Nc2cc(C)ccc2C)c2nn[nH]n2)c1OC (stereo not given)	i	-1	-5	1	-2	i	2	-8	7	-0.8
Cc1noc(C)c1NC(=O)N1CCN(Cc2ccccc2)CC1	i	-5	0	3	-1	i	1	-4	-5	-0.2
CN(Cc1ccccc1)C(=O)COc1cccnc1[N+](=O)[O-]	i	-4	0	-15	-2	i	1	-8	-7	-0.8
COc1cc(-c2nc3ccccn3c2/N=C/c2ccccc2)ccc1O	x	2	-4	-14	1	i	2	7	0	0.0
CCCCNC(=O)OC1CCS(=O)(=O)C1 (stereo not given)	i	0	3	0	-2	i	2	0	0	-1.8
N#CC[n+]1cc(-c2ccc(Cl)cc2)n2c1CCC2	i	1	3	-1	1	i	-3	-2	2	-1.4
CCc1ccc(C2CC(c3ccccc3C)n3nc(N)nc3N2)cc1 (stereo not given)	i	1	0	0	0	i	-2	-4	-4	-2.2
Carrying on:
SMILES	Neddylation inh	NadD inh	DNMT1 block	SUMO1 PPI mod	STEP block	Rpn11 block	Rin1 Abl inh	Scp-1 inhibitor	CSN inh	LMPTP block
CCN(CC)S(=O)(=O)c1cc(C(=O)OCC(=O)Nc2cccc(S(=O)(=O)N(C)C)c2)ccc1F	i	-6	-1	-4	0	i	-5	-9	4	2.4
Cc1cccc(NS(=O)(=O)c2cccc(C(=O)NCCCN3CCOCC3)c2)c1	i	-2	1	-24	-1	i	0	-3	1	-9.7
CCOc1cccc(C2C(C(=O)c3ccc(C)o3)=C(O)C(=O)N2c2nnc(C)s2)c1 (stereo not given)	i	8	-5	-21	-3	i	3	-8	6	-2.1
O=C(/C=C\c1cn(-c2ccccc2)nc1-c1cccs1)N1CCOCC1	x	-1	1	-16	-1	i	-3	-7	-4	1.6
COc1ccc(-n2nc([N+](=O)[O-])c(=NCCc3ccc(C)cc3)n2O)cc1	i	-11	-1	-25	1	i	-2	-15	-2	-0.1
Cn1cc(SCC(=O)N2CCN(c3ccccc3)CC2)c2ccccc21	i	1	-15	1	5	i	0	2	4	0.1
O=C(Nc1ccc(Cl)cc1)c1ccc(CN2CCc3ccccc3C2)cc1	i	2	-15	-3	-1	i	-2	-2	1	1.0
O=C1NC(c2cccc3ccccc23)Nc2ccc(Cl)cc21 (stereo not given)	x	1	-3	3	2	i	-3	-3	-3	1.1
COCCn1c(SCC(=O)N2CCCC2=O)nc2sc(C)c(C)c2c1=O	i	1	3	4	1	i	4	-1	1	1.2
Cn1c(=O)c2cc(S(=O)(=O)NC(C(=O)N3CCCCCC3)c3ccccc3)ccc2n(C)c1=O (stereo not given)	i	4	0	5	0	i	1	-6	2	-0.2
CNC(=O)[C@@]1(Cc2ccccc2)C=C[C@@H](C)N1C(=O)OC	i	-3	-1	-2	3	i	-1	-9	2	-0.3
COc1ccc(NC(=O)Nc2nnc([C@@H]3C[C@H](O)[C@@H](CO)O3)s2)cc1	i	6	1	-4	4	i	0	x	-3	-2.2
COc1ccc2c(c1)nc(NCCO)n2C	i	-1	3	3	0	i	2	-7	-8	-1.3
c1ccc(C2CC3CC(c4ccccc4)N2O3)cc1 (stereo not given)	i	-4	0	-2	-2	i	-2	2	2	-0.4
CC(C)(C)c1ccc(OCCCC(=O)NC2=NCCS2)cc1	i	-4	1	-1	-16	i	0	0	-2	0.3
Cc1cc(NC(=O)C(C)SCC(=O)N(C)Cc2ccccc2F)no1 (stereo not given)	i	8	-4	-3	-2	i	1	-2	1	-1.4
CC(Sc1ccc2c(c1)OCCO2)C(=O)Nc1ncc(Cl)cc1Cl (stereo not given)	i	6	1	1	8	i	0	0	-1	-1.6
CN(Cc1ccn[nH]1)C(=O)C1CCC(=O)N(Cc2cccc(C(F)(F)F)c2)C1 (stereo not given)	i	2	2	-1	-3	i	-1	-7	-1	-0.5
COc1cccc(N(CC(=O)Nc2cccc(N(C)S(C)(=O)=O)c2)S(C)(=O)=O)c1	i	-2	0	2	-2	i	5	-4	2	-2.1
COc1ccc(Cn2cc(CN3CC(N4CCN(CCO)CC4)CS3(=O)=O)nn2)cc1 (stereo not given)	i	-1	x	-3	x	x	x	x	2	-1.3
O=C(CN1CCN(CCN2C(=O)c3cccc4cccc(c34)C2=O)CC1)c1ccc(F)cc1	i	3	24	-22	-5	i	-8	-11	2	12
CO/N=C/c1cccn1-c1nccc(N(C)C)c1C#N	i	-1	-2	-2	-1	i	7	-1	-4	1.0
COc1ccc(-c2csc(C(C)(O)c3ccc(F)c(F)c3)n2)cc1 (stereo not given)	i	-7	11	-2	0	i	-2	x	6	1.6
Cc1nn(C(C)C(=O)NCc2ccco2)c(C)c1[N+](=O)[O-] (stereo not given)	i	-10	3	1	-2	i	-1	-3	-1	-1.3
COc1ccc(-c2nnc(SCC(=O)c3ccc(O)cc3O)o2)cc1	i	5	-3	4	-1	i	2	-3	4	-0.7

Compound profiles, from the list above:
`CO/N=C/c1cccn1-c1nccc(N(C)C)c1C#N` is listed as Neddylation inh: i; NadD inh: -1; DNMT1 block: -2; SUMO1 PPI mod: -2; STEP block: -1; Rpn11 block: i; Rin1 Abl inh: 7; Scp-1 inhibitor: -1; CSN inh: -4; LMPTP block: 1.0
`Cc1nn(C(C)C(=O)NCc2ccco2)c(C)c1[N+](=O)[O-]` (stereo not given) is listed as Neddylation inh: i; NadD inh: -10; DNMT1 block: 3; SUMO1 PPI mod: 1; STEP block: -2; Rpn11 block: i; Rin1 Abl inh: -1; Scp-1 inhibitor: -3; CSN inh: -1; LMPTP block: -1.3
`Cn1c(=O)c2cc(S(=O)(=O)NC(C(=O)N3CCCCCC3)c3ccccc3)ccc2n(C)c1=O` (stereo not given) is listed as Neddylation inh: i; NadD inh: 4; DNMT1 block: 0; SUMO1 PPI mod: 5; STEP block: 0; Rpn11 block: i; Rin1 Abl inh: 1; Scp-1 inhibitor: -6; CSN inh: 2; LMPTP block: -0.2

Following part:
SMILES	Neddylation inh	NadD inh	DNMT1 block	SUMO1 PPI mod	STEP block	Rpn11 block	Rin1 Abl inh	Scp-1 inhibitor	CSN inh	LMPTP block
COc1ccc(OC)c(NC(=O)CCN2CCCCC2)c1	i	-5	-2	1	-4	i	-1	-8	2	-1.0
COc1cccc(NC(=O)COC(=O)c2ccc(S(=O)(=O)NCc3ccco3)cc2)c1	i	5	29	3	3	i	-1	60*	2	0.8
O=S(=O)(c1cccc(F)c1)N1CCN(Cc2cc3c(cc2Br)OCCO3)CC1	i	-9	-1	2	3	i	4	-5	4	2.4
CCN(CC)S(=O)(=O)c1ccc(C)c(NC(=O)/C=C/c2cccs2)c1	i	0	1	-3	-1	i	1	-5	-4	0.5
O=c1[nH]c2cc(Cl)ccc2c(O)c1-c1cccc(Oc2ccccc2)c1	x	7	1	-3	0	i	-2	-4	-1	-7.7
Cc1ccc(OCC(=O)Nc2nnc(S(=O)(=O)N3CCCCCC3)s2)cc1	i	4	7	6	2	i	2	-3	-1	-0.7
O=C(O)CCNC(=O)/C(=C/c1ccco1)NC(=O)c1ccco1	i	5	-2	-3	0	i	1	9	-6	-0.4
Cc1ccc(C)c(N(CC(=O)NCCc2ccccc2)C(=O)CCC(=O)Nc2ccccn2)c1	i	2	-2	2	0	i	0	-10	3	-0.3
O=S(=O)(c1ccccc1)N(CC1CO1)c1cccc2ccccc12 (stereo not given)	i	-1	-5	3	-1	i	2	-10	-4	1.1
CN(C)C(=O)CSc1nc(-c2ccccc2)c(-c2ccccc2)o1	i	0	-3	0	2	i	-1	-9	-8	2.4
O=C1c2ccccc2S(=O)(=O)N1CC(O)COc1ccc(Cl)cc1 (stereo not given)	i	-2	3	-2	-2	i	3	-4	-5	1.6
COc1ccc(CCNS(=O)(=O)c2ccc(Cl)s2)cc1OC	i	-4	1	-3	1	i	-1	6	3	0.4
O=C(NCCCN1CCc2ccccc2C1)C1CCN(c2nnc(-n3cccc3)s2)CC1	i	10	-4	-18	1	i	2	-16	9	28
COc1ccc(CCNC(=O)c2nnc(Cc3ccc(Cl)cc3)o2)cc1OC	i	-2	-5	-6	-3	i	1	-3	3	1.4
